# CHOP inhibitor – CHOP inhibition in unfolded protein response; AID 2732; inhibition, % at 10 µM; CHO-K1 CHOP-promoter luciferase, tunicamycin-induced, 15-18 h; actives 3.8% (n = 220,000);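 active = compounds that reduced the stress-induced luciferase reporter signal by more than about 70% of percent inhibition, limit read from the data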;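 note: 0% = tunicamycin plus vehicle and 100% = wells without tunicamycin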
# NPY1 pot ag – potentiates or activates human NPY-Y1 receptor. P25929. NPY-Y1 expressing cells, potentiator/agonist activation. activation, % at 3.6 µM. actives 0.37% (n = 220,000); in the data active = activation above about 33%, passing the limit was not always enough;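 note: cells stimulated with NPY at EC10 then isoproterenol at EC100; 0% = low agonist plus stimulus and 100% = saturating agonist plus stimulus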
# Target sequence (P25929 whole entry, looked up): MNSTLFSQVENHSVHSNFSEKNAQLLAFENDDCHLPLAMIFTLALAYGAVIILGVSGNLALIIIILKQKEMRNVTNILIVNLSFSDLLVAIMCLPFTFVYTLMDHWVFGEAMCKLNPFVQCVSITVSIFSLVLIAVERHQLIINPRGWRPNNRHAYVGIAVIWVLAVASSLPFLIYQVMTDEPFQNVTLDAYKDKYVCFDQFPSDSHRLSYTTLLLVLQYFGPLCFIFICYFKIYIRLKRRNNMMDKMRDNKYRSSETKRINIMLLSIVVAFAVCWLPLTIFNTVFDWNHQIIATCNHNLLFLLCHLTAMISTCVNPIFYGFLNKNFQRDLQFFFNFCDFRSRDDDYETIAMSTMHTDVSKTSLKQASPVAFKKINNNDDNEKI
# NPY-Y2 PAM-ag – potentiates or activates human NPY-Y2 receptor | P49146 | cells expressing NPY-Y2, potentiator/agonist read-out | actives 0.45% (n = 220,000) | activation, % at 3.6 µM | AID 1359; in the data active = activation above about 27%;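 note: cells stimulated with NPY near EC25 plus isoproterenol at EC100; 0% = vehicle plus submaximal agonist and 100% = vehicle plus saturating agonist; some results beyond the cut were filed as inactive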
# S1P4 antag – blocks the human S1P4 receptor. actives 0.26% (n = 220,000). AID 1510. inhibition, % at 4.98 µM. S1P4-expressing cells, antagonist mode, reporter read-out; in the data active = inhibition above about 29%;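 note: 0% = wells stimulated with agonist and 100% = vehicle wells without agonist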
# Target sequence (O95977 whole entry, looked up): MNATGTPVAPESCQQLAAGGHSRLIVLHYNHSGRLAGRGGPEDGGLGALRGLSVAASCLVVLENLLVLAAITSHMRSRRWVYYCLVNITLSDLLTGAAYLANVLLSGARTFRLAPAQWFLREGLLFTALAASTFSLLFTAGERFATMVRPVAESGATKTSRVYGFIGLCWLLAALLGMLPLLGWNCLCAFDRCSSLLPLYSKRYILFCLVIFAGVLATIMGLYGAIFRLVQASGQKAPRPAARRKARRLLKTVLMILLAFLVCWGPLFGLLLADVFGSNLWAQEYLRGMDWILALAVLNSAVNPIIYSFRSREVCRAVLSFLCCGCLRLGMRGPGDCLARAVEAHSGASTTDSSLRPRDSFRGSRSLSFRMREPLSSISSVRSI
# Ba/F3 V617F tox – loss of viability in JAK2V617F-driven Ba/F3 cells | inhibition, % at 5.6 µM | Ba/F3 EpoR-JAK2V617F viability, ATP luminescence | actives 1.1% (n = 220,000);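 active = inhibition above the campaign mean plus 3 SD over all tested compounds, cut at about 24% in these data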;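 note: cytokine-independent growth of Ba/F3 cells driven by EpoR plus mutant JAK2; 0% = DMSO-treated cells and 100% = JAK inhibitor I control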
# NPY-Y1 antag – blocks the human neuropeptide Y Y1 receptor; P25929; HEK293-CNG Y1 cells, membrane potential fluorescence; NPY at EC95, then isoproterenol; inhibition, % at 3.6 µM; actives 1% (n = 200,000); AID 1040;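 active = inhibition above the campaign mean inhibition of all tested compounds plus 3 SD, cut at about 20% in these data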;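 note: 0% = DMSO wells given NPY plus isoproterenol and 100% = isoproterenol alone without NPY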
#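 Material: HEK293 Y1/CNG channel cell line; also added: NPY (25 nM), isoproterenol (1 µM), Ro 20-1724 (25 µM); doses: one concentration, 3.6 µM, in 0.4% DMSO; schedule: compound incubation 1 h at room temperature, readout 45 min post-stimulation; technique: membrane potential fluorescence; measure: fluorescence ratio normalized to % inhibition between controls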
# BaF3 tox – reduces parental Ba/F3 cell viability, JAK2V617F counter-screen | actives 1.1% (n = 220,000) | CellTiter-Glo ATP luminescence | inhibition, % at 5.6 µM;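 active = inhibition above a per-campaign cutoff, the mean inhibition of all tested compounds plus 3 SD, cut at about 27% in these data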;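 note: 0% = DMSO wells and 100% = JAK Inhibitor I control wells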
# NCF1 inh – inhibitors of human p47phox binding | actives 0.53% (n = 220,000) | p47phox/p22phox peptide binding, fluorescence polarization, 2 h | P14598 | inhibition, % at 24.7 µM;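 active = inhibition above about 30%, limit read from the data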;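 note: 0% = p47phox with labelled peptide and 100% = labelled peptide alone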
# S1P4 agonist – agonists of human S1P4 receptor; O95977; S1P4-expressing cell line, agonist reporter assay; activation, % at 4.98 µM; actives 0.35% (n = 220,000); in the data active = activation above about 11%;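 note: 0% = DMSO vehicle and 100% = reference agonist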
# * = called active by the depositor; . = not tested or not shown.
SMILES,CHOP inhibitor,NPY1 pot ag,NPY-Y2 PAM-ag,S1P4 antag,Ba/F3 V617F tox,NPY-Y1 antag,BaF3 tox,NCF1 inh,S1P4 agonist
Cc1ccc(NC(=O)c2cccc3c2C(=O)N(C2CCCCC2)C3)cc1,27,-16,-4,-19,0,6,9,-3,-0.8
COc1ccc(C2C(C#N)=C(N)OC3=C2C(=O)CC(C)(C)C3)c(OC)c1OC (stereo not given),12,-9,11,1,4,4,8,-4,-0.3
COc1ccc(CCNC(=O)Cc2nn(C)c(=O)c3ccccc23)cc1OC,26,-8,3,0,1,-2,4,6,0.6
O=S(=O)(c1cccc(F)c1)N1CCN(C(=S)NCc2ccccc2)CC1,31,2,13,-8,1,-3,6,-9,1.6
O=c1cc(NC2CCCCCC2)[nH]c(=O)[nH]1,5,14,2,11,-3,2,4,-14,0.3
N#Cc1sc2nc(-c3cccs3)cc(-c3ccc(F)cc3)c2c1N,40,2,2,-38,-2,3,2,-7,-0.1
COc1cccc(/C=N/NC(=O)C(=O)NCc2cccnc2)c1,40,-16,-5,-6,4,2,3,-4,-1.4
Cc1cc(NC(=O)COC(=O)c2cccc(S(=O)(=O)N3CCOCC3)c2)no1,-3,11,3,0,-2,2,3,-4,2.1
CCc1ccc(OCc2nnc(SCCN3CCOCC3)n2C)cc1,14,-14,2,5,2,4,10,8,0.3
N#Cc1c(-c2cccs2)cc(C2CC2)nc1SCC(N)=O,7,0,3,-35,-4,-1,3,-7,-2.7
O=Cc1cccn1Cc1ccccc1[N+](=O)[O-],4,9,12,-21,3,2,7,4,-0.1
CCOc1ccc(/C=N/NC(=O)Cc2cccs2)cc1,-11,34,6,-1,-3,.,0,-10,1.0
Cc1ccsc1C(=O)OCc1nc2ccccc2c(=O)[nH]1,3,-10,-4,1,-6,2,3,0,1.6
Cc1ccc2c(c1)N1C(=O)c3ccccc3C1C1=C(CC(C)(C)CC1=O)N2 (stereo not given),-16,-44,-8,4,-1,3,4,7,0.2
CNC(=S)Nc1cc(C(F)(F)F)ccc1Cl,-5,16,10,-19,-4,5,3,-5,0.4
COC(=O)c1c(C)[nH]c(C(=O)OCC(=O)N2c3ccccc3NC(=O)C2(C)C)c1C,6,-13,-13,-13,1,2,10,-6,-0.3
Cc1cccc(N=C2NC(=O)/C(=C/C=C/c3ccco3)S2)c1,55,-7,-4,-3,2,12,10,-42,0.8
CCCc1ccc(C(=O)Cn2nc(C(=O)O)c3ccccc3c2=O)cc1,86*,-12,-17,0,-1,7,9,-5,1.2
Cc1ccc2c(c1C)NC(C)CC2C (stereo not given),47,-20,-8,-18,2,-1,5,3,0.4
Cc1csc(NC(=O)C(NC(=O)c2ccccc2F)C(C)C)n1 (stereo not given),4,12,10,0,0,-3,8,20,0.1
Cn1c(N)c(N2CCN(c3ccccc3)CC2)c(=O)[nH]c1=O,-5,8,6,-20,-2,0,-3,-7,-0.8
COc1ccc(-c2nnc(SC(C(=O)c3c[nH]c4ccccc34)c3ccccc3)n2N)cc1OC (stereo not given),32,-21,-17,-19,0,-4,7,-47,0.6
CCc1nnc(NC(=O)CSc2nnc(-c3cc4ccccc4cc3O)n2CCOC)s1,1,8,-6,-15,2,-2,2,-7,-0.2
Cc1ccc(S(=O)(=O)CCc2nnc(NC(=O)c3cccs3)s2)cc1,-40,4,14,-19,-5,3,3,13,-3.8
CNC(=O)Cc1csc2ccc(Cl)cc12,-8,-9,-2,-26,-5,-1,1,-4,-2.4
CCCCOCC1CC(CC#CCN2CCCCC2)C(=O)O1 (stereo not given),13,17,-1,-17,-5,4,-6,-4,-0.4
CCN(CC)CC(=O)NCC1(c2ccccc2)CCCC1,5,-2,-15,-20,0,3,5,-7,2.2
CCC(C)NC(=O)c1ccc2c(SCC(=O)O)c3c(nc2c1)CCCC3 (stereo not given),-34,-4,17,-1,-3,-1,1,-2,-0.4
Cc1cc(C)nc(NC2=NCC(=O)N2c2cc(Cl)cc(Cl)c2)n1,29,1,-9,-9,-1,2,-2,-4,0.9
Cc1ccc(C(=O)Nc2cnc3ccccc3c2)cc1,98*,-23,-5,17,1,5,3,-4,1.7
CCOc1ccccc1NC(=O)N1CCCC(c2nc3c(nnn3Cc3ccc(C)cc3)c(=O)[nH]2)C1 (stereo not given),34,9,-4,13,-1,-2,10,-3,0.9
Oc1ccc(-c2cn3c(n2)SCC3)cc1O,-3,-8,-8,-8,-2,2,0,7,-0.4
Cc1csc(NC(=O)CSc2nc3sc(C)c(C)c3c(=O)[nH]2)n1,-2,7,-6,-19,-2,7,5,-84,0.5
CCN1C(=O)/C(=C\c2cn(-c3ccccc3)nc2-c2cccnc2)SC1=S,56,-12,2,6,6,-1,12,5,1.5
Cc1occc1C(=O)NNC(=S)NCc1ccc(Cl)cc1,-11,-32,-29,-28,-2,12,3,-6,1.4
COc1ccc(CN2CCOCCOCCOCCOCC2)cc1,-6,9,-5,-1,0,.,0,4,0.9
O=C1CCCCC(=O)c2ccccc2N1,4,0,-25,1,5,5,7,3,-0.5
COc1ccc(NC(=O)c2ccc3c(c2)OCO3)cc1Cl,-14,-18,-5,-19,2,4,4,-1,1.9
c1ccc2c(Cn3ccnc3)c[nH]c2c1,19,-7,3,-15,-4,-3,0,-61,0.3
c1ccc(COc2nsnc2N2CCOCC2)cc1,-13,-16,-5,-7,2,-2,4,-14,0.2
CCNc1cccc2c1C(=O)N(C)C2=O,-15,-2,2,-20,-4,0,0,-11,1.9
Cn1cc(CC(=O)N2CCN(c3ccccc3F)CC2)c2ccccc21,58,-7,-6,-22,-2,2,9,-4,0.1
CCCCn1c(-c2ccco2)n[nH]c1=S,-10,7,-1,-10,-1,-1,2,2,1.1
COc1ccc(NC(=O)NCCCN2CCCC2=O)cc1,-9,12,11,4,-3,-3,2,0,0.0
CC(C)(C)/C(O)=C/c1nc2ccccc2[nH]c1=O,16,-14,4,-5,-4,3,0,-2,2.5
CC12CN3CCN(CC(C3)/C1=N/NC(=O)Nc1ccccc1)C2,8,-18,-8,-13,2,6,9,3,0.6
COc1cccc(/C=C2\SC(=S)N(NC(=O)c3ccncc3)C2=O)c1,5,8,-17,-9,2,8,8,-5,3.3
Cc1cc(N2CCCC2)ccc1/C=C1/C(=O)N(C)C(=S)N1C,42,-2,-2,-3,0,-3,0,-89,0.0
COc1ccccc1C(=O)Nc1ccc(Oc2nnc(-c3ccc(C)cc3)c3ccccc23)cc1,28,24,1,-23,-3,2,2,-13,1.0
c1cncc(CNc2ncnc3sccc23)c1,7,-20,4,-6,2,-9,7,-12,2.0
C=C(C)CN(CC)C(=O)c1ccc(OC2CCN(S(=O)(=O)N(C)C)CC2)cc1,-4,4,-11,-16,-3,1,7,2,2.4
CC(NC(=O)c1ccccc1)C(=O)N/N=C/c1ccccc1 (stereo not given),5,1,-5,-14,-1,0,3,4,-2.4
O=C(NC1CCCCC1)NC1CC2CCCC(C1)N2C1CCCC1 (stereo not given),-1,18,15,-19,-1,6,6,-1,-0.4
CCOC(=O)c1c(NC(=O)CSc2ncccn2)sc2c1CCN(Cc1ccccc1)C2,16,-79,-32,3,5,33*,39*,-7,0.6
Cn1c(N)c(C(=O)COC(=O)CSc2ccc(Cl)cc2)c(=O)n(C)c1=O,4,-17,-15,-14,0,12,4,-8,1.0
O=[N+]([O-])c1ccc(NNC(=S)Nc2ccc(F)cc2)cc1,-28,-20,20,-9,-1,-7,1,-1,-1.2
CCCC(=O)NC(C)C(c1cccs1)N1CCN(C)CC1 (stereo not given),-19,17,9,4,-2,2,-2,-8,-2.1
CCn1c2ccccc2c2cc(NC(=O)c3ccc(=O)oc3)ccc21,27,-3,-15,-7,-1,.,1,-68,0.1
CC1=C(C(=O)OCCOC(C)C)C(c2cc3c(cc2Br)OCO3)CC(=O)N1 (stereo not given),25,-22,-15,9,1,0,3,-8,-1.8
Cc1cccc(-c2n[nH]c(=S)n2/N=C/c2cccs2)c1,-2,-2,-23,-5,2,.,-2,-1,0.0

# Continued:
SMILES,CHOP inhibitor,NPY1 pot ag,NPY-Y2 PAM-ag,S1P4 antag,Ba/F3 V617F tox,NPY-Y1 antag,BaF3 tox,NCF1 inh,S1P4 agonist
CCCC(=O)c1ccc(N2CCN(C(=O)c3ccccc3)CC2)c(F)c1,29,21,16,-10,-4,-9,2,0,2.0
Cc1ccc(C(=O)Cn2c(N3CCOCC3)nc3c2c(=O)n(C)c(=O)n3C)cc1,-2,5,-20,-16,3,0,4,-6,0.6
CCn1c(C)nc2cc(C(=O)NNC(=S)Nc3ccc(F)cc3)ccc21,-32,-4,-9,11,-2,.,1,-15,-0.2
CCNC(=S)N1CCN(c2ccccc2OCC)CC1,-13,9,5,-12,0,2,3,-2,0.3
N#CC(Cc1ccc(OC(F)F)cc1)c1nc2ccccc2[nH]1 (stereo not given),1,5,-6,5,5,-1,11,0,0.8
O=Cc1ccc(-c2nc3ccccc3s2)o1,17,21,8,-4,0,-5,4,-4,1.7
Fc1ccc(NC(=S)N2CCSC2c2cccs2)cc1 (stereo not given),20,30,11,-2,-5,-8,2,-8,0.8
Cc1cc(C)n2nc(C(=O)NCc3ccccc3)cc2n1,-17,10,-18,-26,-2,-3,5,-6,0.3
ClC(Br)=C(n1cnc2ccccc21)n1cnc2ccccc21,15,3,4,-14,-2,-2,3,-1,0.6
COc1ccccc1NC(=O)Cn1c(=O)n(CCc2c[nH]c3ccccc23)c(=O)c2cccnc21,23,13,5,7,0,0,2,-33,-1.5
Cc1c(NC(=O)c2ccc(=O)oc2)c(=O)n(-c2ccccc2)n1C,5,6,-14,-10,2,9,6,-19,-0.8
O=C(O)c1ccc(N/N=C/c2cn(-c3ccccc3)nc2-c2cccs2)cc1,-3,17,16,-8,0,-5,1,-28,-0.3
COc1ccc(C(=O)Nc2c(F)c(F)c(F)c(F)c2F)c(OC)c1,41,-18,-28,-6,-2,4,3,-5,0.3
O=C(CSc1ncnc2ccccc12)c1cccs1,43,3,4,-35,-2,-4,4,1,1.5
O=C(Cn1cnc([N+](=O)[O-])c1)Nc1cc(Oc2ccc(Cl)cc2Cl)cc([N+](=O)[O-])c1,8,22,34*,5,-3,-5,3,-21,-0.1
Cc1[nH]nc2c1C(c1ccc(N(C)C)cc1)C1=C(CC(C)(C)CC1=O)N2 (stereo not given),20,-2,-22,-21,-5,20*,4,-3,1.9
CCOC(=O)N1CCN(C(=O)Nc2ccc3nccnc3c2)CC1,-1,-3,10,-5,-2,1,2,-4,2.6
O=C(N/N=C/c1cn(-c2ccccc2)nc1-c1ccc(F)cc1)c1ccc2c(c1)OCO2,18,-9,6,6,-4,4,2,-7,-0.6
Cc1ccccc1OCC(=O)NNC(=O)Nc1ccccc1,8,4,1,-16,-2,-1,4,-3,2.5
COC(=O)c1sc2ccccc2c1-n1cccc1C(=O)C(=O)Nc1ccc(C)cc1,44,7,-14,2,-1,7,0,-79,1.5
Cc1ccc(S(=O)(=O)N2CCN(C(=O)COc3ccc(NC(=O)c4ccco4)cc3)CC2)cc1,-12,0,-5,0,-2,5,4,-1,1.2

# Some entries already given, reduced to NPY-Y1 antag:
Compound | NPY-Y1 antag
CNC(=S)Nc1cc(C(F)(F)F)ccc1Cl | 5
COC(=O)c1c(C)[nH]c(C(=O)OCC(=O)N2c3ccccc3NC(=O)C2(C)C)c1C | 2
